# Screens as filed in PubChem.
# RT RNaseH block = blocks HIV-1 RNase H cleavage of RNA/DNA duplex; P04585; RT-RNase H RNA/DNA duplex cleavage, fluorescence; inhibition, % at 10 µM; 1.9% of 65,000 active; in the data active = inhibition above about 50%
# RmlCD inh mix = inhibitors of RmlC and RmlD coupled enzymes | inhibition, % at 5.5 µM | RmlC/RmlD coupled enzyme inhibition, 384-well mixture HTS | AID 1532 | 0.39% of 110,000 active; in the data active = inhibition above about 30%, passing the limit was not always enough; also: strong numbers were not always called active
# The depositor's hits bear a star; x = not tested or not shown; & = joins results of further samples.
entry	smiles	RT RNaseH block	RmlCD inh mix
1	C/C=C/C(=O)N(CC)c1ccccc1C	x	-13
2	CCOC(=O)[C@H](CCc1ccccc1)N[C@@H](C)C(=O)N1Cc2ccccc2C[C@H]1C(=O)O	x	4
3	CCCCNc1ccc(C(=O)OCCN(C)C)cc1	x	7
4	O=C(O)CCC(=O)c1ccc(-c2ccccc2)cc1	x	-17
5	COc1ccc(C2CNC(=O)C2)cc1OC1CCCC1 (centres undefined)	-7	-12
6	CCCc1nc(C(C)(C)O)c(C(=O)O)n1Cc1ccc(-c2ccccc2-c2nn[nH]n2)cc1	x	-16
7	C/C=C(/C)C(=O)OC(C)(C)[C@@H]1Cc2c(ccc3ccc(=O)oc23)O1	x	-4
8	N#Cc1ccc(C(c2ccc(C#N)cc2)n2cncn2)cc1	x	-10
9	Cc1cccc2c1NC(=O)C2(c1ccc(O)cc1)c1ccc(O)cc1	x	-7
10	CC(C)=CCOc1c2ccoc2cc2oc(=O)ccc12	x	8
11	CCC(NC(C)C)C(O)c1ccc(O)c2[nH]c(=O)ccc12 (centres undefined)	1	-13
12	CC1Cc2ccccc2N1NC(=O)c1ccc(Cl)c(S(N)(=O)=O)c1 (centres undefined)	1	10
13	CC[C@@H]1C(=O)OC[C@@H]1Cc1cncn1C	-15&-2	-5&3
14	CN1CCCN=C1COC(=O)C(O)(c1ccccc1)C1CCCCC1 (centres undefined)	3	6
15	CC(=O)Nc1ccc(CC(=O)O)cc1	x	-13
16	CN(C)CCCC1(c2ccc(F)cc2)OCc2cc(C#N)ccc21 (centres undefined)	-2	-2
17	CC12CCC(=O)C=C1CCC1C2CCC2(C)C1CCC2(O)C(=O)CO (centres undefined)	x	-14
18	Oc1ccc(C2CNCCc3c2cc(O)c(O)c3Cl)cc1 (centres undefined)	x	-14
19	CNCCCN1c2ccccc2CCc2ccccc21	2&0	44
20	Cc1ccc(N(CC2=NCCN2)c2cccc(O)c2)cc1	-2&-12&0	4&10&4

# Record cards, from the list above. Screens in order: RT RNaseH block | RmlCD inh mix
# Shown for C/C=C/C(=O)N(CC)c1ccccc1C → x | -13
# Shown for CN(C)CCCC1(c2ccc(F)cc2)OCc2cc(C#N)ccc21 (centres undefined) → -2 | -2
# Shown for O=C(O)CCC(=O)c1ccc(-c2ccccc2)cc1 → x | -17
# Shown for CCOC(=O)[C@H](CCc1ccccc1)N[C@@H](C)C(=O)N1Cc2ccccc2C[C@H]1C(=O)O → x | 4

# More structures:
entry	smiles	RT RNaseH block	RmlCD inh mix
21	C1COC(NC(C2CC2)C2CC2)=N1	3	2
22	Cc1ccc(=O)n(-c2ccccc2)c1	x	-2
23	COc1ccc(C[C@H]2COC(=O)[C@@H]2Cc2ccc(OC3OC(CO)C(O)C(O)C3O)c(OC)c2)cc1OC (some centres undefined)	x	-6
24	CCc1ccc(CCOc2ccc(CC3SC(=O)NC3=O)cc2)nc1 (centres undefined)	x	-10
25	O=C(O)c1cccnc1Nc1cccc(C(F)(F)F)c1	-12	14
26	NC1CCN(c2nc3c(cc2F)c(=O)c(C(=O)O)cn3-c2ccc(F)cc2F)C1 (centres undefined)	x	-8
27	CC(=O)CCCCn1c(=O)c2c(ncn2C)n(C)c1=O	-7	2
28	NC(N)=O	x	0
29	CCCCCC(=O)O[C@]1(C(C)=O)CC[C@H]2[C@@H]3CCC4=CC(=O)CC[C@]4(C)[C@H]3CC[C@@]21C	-2	10
30	CCn1cc(C(=O)O)c(=O)c2cnc(N3CCNCC3)nc21	-8	3

# Six entries drawn at random from those above:
entry	smiles	RT RNaseH block	RmlCD inh mix
22	Cc1ccc(=O)n(-c2ccccc2)c1	x	-2
25	O=C(O)c1cccnc1Nc1cccc(C(F)(F)F)c1	-12	14
28	NC(N)=O	x	0
27	CC(=O)CCCCn1c(=O)c2c(ncn2C)n(C)c1=O	-7	2
29	CCCCCC(=O)O[C@]1(C(C)=O)CC[C@H]2[C@@H]3CCC4=CC(=O)CC[C@]4(C)[C@H]3CC[C@@]21C	-2	10
26	NC1CCN(c2nc3c(cc2F)c(=O)c(C(=O)O)cn3-c2ccc(F)cc2F)C1 (centres undefined)	x	-8

# Only part of the results is shown; rates above refer to the full screens.
